OX1R antag-1: antagonists of human orexin 1 receptor (OX1R). Orexin/Hypocretin receptor type 1 (Homo sapiens), O43613. OX1R-expressing cells, FRET antagonist read-out. inhibition, % at 6.6 µM. 1.8% of 330,000 active. AID 485270, 2010; in the data active = inhibition mostly above about 38%, no sharp cut-off; inactive = mostly below about 40%;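 also: 0% = agonist challenge alone and 100% = reference antagonist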
Target sequence (O43613 whole entry, looked up): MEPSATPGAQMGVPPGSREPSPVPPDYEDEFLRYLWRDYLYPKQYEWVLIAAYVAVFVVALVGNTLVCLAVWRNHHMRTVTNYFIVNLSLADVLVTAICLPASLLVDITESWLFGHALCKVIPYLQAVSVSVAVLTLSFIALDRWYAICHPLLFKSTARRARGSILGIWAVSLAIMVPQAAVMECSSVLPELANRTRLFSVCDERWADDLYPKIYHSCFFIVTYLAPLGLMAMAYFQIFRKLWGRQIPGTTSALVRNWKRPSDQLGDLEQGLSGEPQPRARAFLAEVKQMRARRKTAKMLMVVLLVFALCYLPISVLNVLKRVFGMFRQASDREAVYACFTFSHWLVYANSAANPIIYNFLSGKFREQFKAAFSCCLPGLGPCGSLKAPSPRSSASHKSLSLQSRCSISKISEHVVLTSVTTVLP
CHT PAM: CHT positive allosteric modulators, primary screen, cell-based, membrane potential dye, choline EC20; 0.49% of 310,000 active; B-score at 10 µM; High affinity choline transporter 1 (Homo sapiens), Q9GZV3; AID 488977, 2010; CHT-expressing cells; active compounds read high; LV-AA mutant CHT in HEK293 cells;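 active = initial fluorescence not abnormally high and integrated response B-score, plate-corrected, over 3 SD above library mean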
Target sequence (Q9GZV3 whole entry, looked up): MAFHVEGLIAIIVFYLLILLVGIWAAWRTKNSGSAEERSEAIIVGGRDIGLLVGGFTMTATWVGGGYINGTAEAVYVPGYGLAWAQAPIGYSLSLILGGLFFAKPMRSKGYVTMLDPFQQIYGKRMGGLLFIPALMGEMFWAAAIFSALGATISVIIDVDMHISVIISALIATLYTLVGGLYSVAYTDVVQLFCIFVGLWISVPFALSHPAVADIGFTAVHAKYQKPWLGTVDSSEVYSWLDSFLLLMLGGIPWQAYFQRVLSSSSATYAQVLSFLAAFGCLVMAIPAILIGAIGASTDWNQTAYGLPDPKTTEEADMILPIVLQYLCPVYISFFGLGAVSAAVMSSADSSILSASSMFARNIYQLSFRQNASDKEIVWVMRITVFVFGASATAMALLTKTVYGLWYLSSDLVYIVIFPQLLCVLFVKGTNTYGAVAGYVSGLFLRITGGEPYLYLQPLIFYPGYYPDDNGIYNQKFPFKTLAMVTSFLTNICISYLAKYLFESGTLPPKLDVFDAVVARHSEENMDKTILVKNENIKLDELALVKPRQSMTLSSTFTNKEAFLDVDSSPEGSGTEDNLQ
OX1R antag-2: OX1R (HCRTR1) antagonists, primary screen, fluorescence, CHO/OX1R cells, Fluo-8 calcium, orexin A; 0.43% of 330,000 active; Orexin/Hypocretin receptor type 1 (Homo sapiens), O43613; Fluo-8 calcium fluorescence; AID 434989, 2010; inhibition, % at 5 µM;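 active = inhibition above its plate's threshold, mean inhibition of all tested compounds on the plate plus 3 SD, cut at about 37% in these data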;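 also: 0% = orexin A challenge wells and 100% = SB-334867-A antagonist wells; not every result past the cut was called active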
The depositor's hits bear a star.

Screening O=C(NCc1ccc2c(c1)OCO2)c1cccc(N2CCCC2=O)c1 returned OX1R antag-1 9.4, CHT PAM inactive and OX1R antag-2 -12.1.
Screening COC(=O)CCC(=O)N(CCN(Cc1ccccc1)C(=O)CCC(=O)OC)Cc1ccccc1 returned OX1R antag-1 6.6, CHT PAM inactive and OX1R antag-2 -22.9.
Screening COc1ccc(OC)c(-c2nnc3n2N=C(c2ccc(OC)c(OC4CCCC4)c2)CS3)c1 returned OX1R antag-1 6.8 and OX1R antag-2 21.2.
For CCN1C(=O)CC(N2CCC(Cc3ccccc3)CC2)C1=O (centres undefined) the results were OX1R antag-1 19.6, CHT PAM inactive and OX1R antag-2 -9.7.
COc1cccc(CC(=O)NCC2(N3CCCCC3)CCCCC2)c1 was read as OX1R antag-1 28.9, CHT PAM inactive and OX1R antag-2 -29.5.
`CCOC(=O)C1=NNC(C(=O)c2ccc(C)cc2)C1c1ccc(OC)cc1` (centres undefined) gave OX1R antag-1 15.4, CHT PAM inactive and OX1R antag-2 -29.1.
COc1ccc(C2CC3(CC(C)(C)NC(SC)=N3)Oc3cc(O)cc(C)c32)cc1 (centres undefined) was read as OX1R antag-1 -30.4, CHT PAM inactive and OX1R antag-2 -4.2.
For CCN(CCNC(=O)Cn1cc2c(n1)CCCC2)c1ccccc1 the results were OX1R antag-1 16.5, CHT PAM inactive and OX1R antag-2 -15.1.
For C=CCn1c(SCc2ccc(C(=O)NCCO)cc2)nc2sc(C)c(C)c2c1=O the results were OX1R antag-1 14.8, CHT PAM inactive and OX1R antag-2 -28.1.
For Cc1cc(C)c(C#N)c(N2CCN(S(=O)(=O)Cc3ccccc3)CC2)n1 the results were OX1R antag-1 8.5, CHT PAM inactive and OX1R antag-2 -20.7.
Screening Cn1ccc(O)c(C#N)c1=O returned OX1R antag-1 11.3, CHT PAM inactive and OX1R antag-2 6.4.
`CNC[C@H](CC1CCCCC1)NC[C@H](CO)NCCc1cccc(C(F)(F)F)c1` gave OX1R antag-1 -0.7, CHT PAM inactive and OX1R antag-2 -13.6.
`CCOC(=O)C1(CCOc2ccccc2)CCN(CC(O)CO)CC1` (centres undefined) gave OX1R antag-1 14.9, CHT PAM inactive and OX1R antag-2 -16.8.
For CC(C)(C)n1nnnc1C(c1ccncc1)N1CCN(c2ccc(O)cc2)CC1 (centres undefined) the results were OX1R antag-1 5.8, CHT PAM inactive and OX1R antag-2 -8.0.
`CC(=O)c1cc(F)ccc1OCC(=O)Nc1ccc2c(c1)OCO2` gave OX1R antag-1 13.7 and OX1R antag-2 -6.5.
For COc1cc(OC)cc(C(=O)N[C@H](C(=O)NCCc2c[nH]c3ccccc23)C(C)C)c1 the results were OX1R antag-1 17.4, CHT PAM inactive and OX1R antag-2 -30.3.
For Cc1ccccc1OCC(=O)Nc1ccccc1N1CCOCC1 the results were OX1R antag-1 19.8, CHT PAM inactive and OX1R antag-2 -32.1.
Screening COc1cccc(/C=C2\SC(=S)N(CCC(=O)NC3C=CS(=O)(=O)C3)C2=O)c1 (centres undefined) returned OX1R antag-1 16.6, CHT PAM inactive and OX1R antag-2 -10.7.
For NC(=O)C1CC(=O)N(c2ccc(OCc3c(F)cccc3Cl)cc2)C1 (centres undefined) the results were OX1R antag-1 6.8, CHT PAM inactive and OX1R antag-2 -12.0.
`COc1ccc(OC)c(NC(=O)CSc2nnnn2-c2ccc3c(c2)OCO3)c1` gave OX1R antag-1 13.5, CHT PAM inactive and OX1R antag-2 -27.7.

Gathered by group: the entries above containing a halogen (3)
`CNC[C@H](CC1CCCCC1)NC[C@H](CO)NCCc1cccc(C(F)(F)F)c1` gave OX1R antag-1 -0.7, CHT PAM inactive and OX1R antag-2 -13.6.
`CC(=O)c1cc(F)ccc1OCC(=O)Nc1ccc2c(c1)OCO2` gave OX1R antag-1 13.7 and OX1R antag-2 -6.5.
For NC(=O)C1CC(=O)N(c2ccc(OCc3c(F)cccc3Cl)cc2)C1 (centres undefined) the results were OX1R antag-1 6.8, CHT PAM inactive and OX1R antag-2 -12.0.

Continued.
`C/C(CC(=O)Nc1ccc(Cl)c(C(F)(F)F)c1)=N\NC(=O)c1cnccn1` gave OX1R antag-1 10.8, CHT PAM inactive and OX1R antag-2 -9.1.
For CC(=O)NCCC(=O)Nc1cc(S(=O)(=O)N2CCOCC2)ccc1Oc1ccccc1 the results were OX1R antag-1 7.5, CHT PAM inactive and OX1R antag-2 -1.1.
Screening CC(CNC(=O)CN1C(=O)C(=O)N(C2CCCC2)C1=O)c1ccccc1 (centres undefined) returned OX1R antag-1 0.2 and OX1R antag-2 -17.0.
For COc1cc2c(cc1OC)CN(C(=O)CN1C(=O)NC3(CCC(C)CC3)C1=O)CC2 (centres undefined) the results were OX1R antag-1 1.6 and OX1R antag-2 -28.1.
`COc1cc(OC)cc(C(=O)NCC(=O)OCC(=O)Nc2cc(S(C)(=O)=O)ccc2Cl)c1` gave OX1R antag-1 12.6, CHT PAM inactive and OX1R antag-2 -4.7.
Screening CC(C)(C)OC(=O)C[C@@H]1C/C=C\C[C@@H](CC(=O)N[C@H](CO)Cc2ccccc2)C(=O)NC[C@H](c2ccccc2)OC1=O returned OX1R antag-1 10.8 and OX1R antag-2 4.5.
`CCCCCCCCCC(=O)N1CCN(c2cc3c(cc2F)c(=O)c(C(=O)O)cn3CC)CC1` gave OX1R antag-1 -3.0, CHT PAM inactive and OX1R antag-2 -7.5.
COc1cccc(NC(=O)c2ccc(C(=O)c3ccccc3)o2)c1 was read as OX1R antag-1 99.9*, CHT PAM inactive and OX1R antag-2 53.1*.
`CCCC12CN(C(=O)c3ccc([N+](=O)[O-])cc3)CC(C)(CN(C(=O)c3ccc([N+](=O)[O-])cc3)C1)C2=O` gave OX1R antag-1 16.3, CHT PAM inactive and OX1R antag-2 -30.1.
Cc1ccccc1OCC(=O)N/N=C/C=C/c1ccccc1 was read as OX1R antag-1 5.9, CHT PAM inactive and OX1R antag-2 -19.2.
Screening COc1ccc(/C=C/C(=O)c2ccc(NS(=O)(=O)c3ccc(C)cc3)cc2)cc1O returned OX1R antag-1 29.7, CHT PAM inactive and OX1R antag-2 34.6.
`O=C(COC(=O)C1CCCC1)Nc1ncc(Cl)cc1Cl` gave OX1R antag-1 10.9, CHT PAM inactive and OX1R antag-2 -8.0.
Screening O=S(=O)(c1ccc(OCc2ccc(Br)cc2)cc1)N1CCOCC1 returned OX1R antag-1 4.4 and OX1R antag-2 7.7.
Cc1cc(C)nc(SCc2cc(=O)c(OC(=O)c3cc([N+](=O)[O-])ccc3Cl)co2)n1 was read as OX1R antag-1 54.5, CHT PAM inactive and OX1R antag-2 -8.2.
`O=C(CN1C(=O)/C(=C/c2ccccc2)SC1=S)NNC(=O)c1ccccc1O` gave OX1R antag-1 13.8, CHT PAM inactive and OX1R antag-2 -5.7.
O=C(Nc1cccc(NC(=O)c2cccs2)c1)c1ccc(Br)o1 was read as OX1R antag-1 3.8, CHT PAM inactive and OX1R antag-2 1.1.
`CN(c1ccccc1)c1nc(N)c([N+](=O)[O-])c(N2CCCC2)n1` gave OX1R antag-1 -3.9, CHT PAM inactive and OX1R antag-2 -33.5.
Screening Cc1cc(S(=O)(=O)Nc2ccc(C(=O)N3CCN(c4ccccc4O)CC3)cc2)ccc1F returned OX1R antag-1 17.1, CHT PAM inactive and OX1R antag-2 -0.5.
COc1ccc(Nc2ncnc3sc(-c4ccccc4)cc23)cc1 was read as OX1R antag-1 18.9, CHT PAM inactive and OX1R antag-2 -22.2.
For CC(=O)c1cccc(NC(=O)CCNC(=O)c2cccc(C)c2)c1 the results were OX1R antag-1 21.9, CHT PAM inactive and OX1R antag-2 -7.5.

For convenience, some entries already given:
Screening Cc1cc(S(=O)(=O)Nc2ccc(C(=O)N3CCN(c4ccccc4O)CC3)cc2)ccc1F returned OX1R antag-1 17.1, CHT PAM inactive and OX1R antag-2 -0.5.
COc1ccc(Nc2ncnc3sc(-c4ccccc4)cc23)cc1 was read as OX1R antag-1 18.9, CHT PAM inactive and OX1R antag-2 -22.2.
For CC(=O)c1cccc(NC(=O)CCNC(=O)c2cccc(C)c2)c1 the results were OX1R antag-1 21.9, CHT PAM inactive and OX1R antag-2 -7.5.

Remaining list, next part:
`Cc1cc(C)n(C(=O)Cn2nc([N+](=O)[O-])c(Br)c2C)n1` gave OX1R antag-1 36.4, CHT PAM inactive and OX1R antag-2 7.2.
For Cn1c(CNC(=O)CNC(=O)c2ccc(F)cc2)cc(=O)n(C)c1=O the results were OX1R antag-1 6.0, CHT PAM inactive and OX1R antag-2 2.5.
CCN(CC)c1ccc(N2C(=O)CSC2=S)cc1 was read as OX1R antag-1 6.5, CHT PAM inactive and OX1R antag-2 -2.0.
Screening CCOC(=O)c1c(C)[nH]c(C)c1C(=O)CSc1nnc(-c2cc(OC)c(OC)c(OC)c2)o1 returned OX1R antag-1 4.1, CHT PAM inactive and OX1R antag-2 -7.3.
For O=C(c1ccc(Cl)c(S(=O)(=O)N2CCCC2)c1)N1CCCC(C(F)(F)F)C1 (centres undefined) the results were OX1R antag-1 16.5, CHT PAM inactive and OX1R antag-2 -17.2.
Screening O=c1oc2ccccc2n1Cc1cccc(Cl)c1 returned OX1R antag-1 3.3, CHT PAM inactive and OX1R antag-2 0.9.
`CCOc1ccc(CN2CCN(CC3CC3)CC2CCO)cc1` (centres undefined) gave OX1R antag-1 4.0, CHT PAM inactive and OX1R antag-2 -19.5.
`CC(C)(C)C(=O)N1CCC(O)(CS(=O)(=O)Cc2ccccc2Cl)CC1` gave OX1R antag-1 2.1, CHT PAM inactive and OX1R antag-2 -16.5.
COc1ccc(-n2nc3c(c2NC(=O)C(C)C)CSC3)cc1 was read as OX1R antag-1 9.5, CHT PAM inactive and OX1R antag-2 -6.1.
For O=C(Nc1cccc(N2C(=O)C3CCCCC3C2=O)c1)c1ccccc1 (centres undefined) the results were OX1R antag-1 5.2, CHT PAM inactive and OX1R antag-2 -19.9.
Screening Cc1c(C=O)c(Cl)n(C)c(=O)c1C#N returned OX1R antag-1 30.8, CHT PAM inactive and OX1R antag-2 -6.2.
For O=C(NCc1ccncc1)c1cc(F)c(F)cc1Cl the results were OX1R antag-1 7.8, CHT PAM inactive and OX1R antag-2 7.6.
CN1CCN(NC(=O)C2CC2)CC1 was read as OX1R antag-1 -2.8, CHT PAM inactive and OX1R antag-2 6.1.
For O=C1CCCN1CCC1CCN(C2CC(=O)N(c3ccc(Cl)cc3)C2=O)CC1 (centres undefined) the results were OX1R antag-1 2.2, CHT PAM inactive and OX1R antag-2 -14.6.
Screening O=C(OCC(=O)N1CCCC1=O)c1nc(Cl)ccc1Cl returned OX1R antag-1 16.7, CHT PAM inactive and OX1R antag-2 -4.5.
`CCC(C)NC(=O)/C(=C/c1ccco1)c1ccccc1` (centres undefined) gave OX1R antag-1 11.1, CHT PAM inactive and OX1R antag-2 -20.3.
For COP(=O)(OC)C(Nc1ccc(C)cc1)c1ccc([N+](=O)[O-])cc1 (centres undefined) the results were OX1R antag-1 15.9, CHT PAM inactive and OX1R antag-2 8.8.
`CCN(CC)CCNCc1ccc(OCc2ccc(Cl)nc2)c(OC)c1` gave OX1R antag-1 9.3, CHT PAM inactive and OX1R antag-2 -26.1.
`COc1ccc(CN2C3CCCC2CC(NC(=O)c2cccc(F)c2)C3)cc1` (centres undefined) gave OX1R antag-1 2.2, CHT PAM inactive and OX1R antag-2 -26.3.
For CNc1nc(NN)nc(Nc2ccccc2)n1 the results were OX1R antag-1 -2.6, CHT PAM inactive and OX1R antag-2 -40.7.
`Cc1[nH]c2ccccc2c1C(=O)CSc1nnc(C2CC2)o1` gave OX1R antag-1 12.2 and OX1R antag-2 6.4.
O=C(NC1CCSC1=O)c1cccc(C(=O)NC2CCSC2=O)c1 (centres undefined) was read as OX1R antag-1 -3.5, CHT PAM inactive and OX1R antag-2 -15.6.
Screening CC(C)(C)c1ccc(O)c(N)c1 returned OX1R antag-1 22.5, CHT PAM inactive and OX1R antag-2 -21.7.
Screening CN1C=CC=C/C1=C1\SC(=S)N(CC(=O)O)C1=O returned OX1R antag-1 16.2, CHT PAM inactive and OX1R antag-2 -13.3.
`CC(C)(CCl)C(=O)Nc1ccnc(-c2ccncc2)n1` gave OX1R antag-1 11.1, CHT PAM inactive and OX1R antag-2 -1.6.
`NC(=O)CSc1cn(Cc2cccc(F)c2)c2ccccc12` gave OX1R antag-1 14.9, CHT PAM inactive and OX1R antag-2 -19.9.
`O=C(Nc1scc(-c2ccc(Br)cc2)c1C(=O)O)c1ccccc1F` gave OX1R antag-1 32.4, CHT PAM inactive and OX1R antag-2 0.2.
CC1(C)C(=O)NC(=O)N1Cc1ccccc1 was read as OX1R antag-1 28.3, CHT PAM inactive and OX1R antag-2 -1.6.
CCOC(=O)c1c(OCCO)nn(-c2ccccc2)c1N was read as OX1R antag-1 2.5, CHT PAM inactive and OX1R antag-2 -5.9.
For CC(OC(=O)Cc1c(F)cccc1Cl)C(=O)NC1CCCCC1C (centres undefined) the results were OX1R antag-1 -0.4 and OX1R antag-2 -7.8.
Cc1occc1C(=O)Nc1ccc(S(N)(=O)=O)cc1 was read as OX1R antag-1 1.7, CHT PAM inactive and OX1R antag-2 6.8.
COc1ccc(-c2csc(NC(=O)c3ccc(S(=O)(=O)N4CCc5ccccc5C4)cc3)n2)c(OC)c1 was read as OX1R antag-1 24.2, CHT PAM inactive and OX1R antag-2 5.4.
For O=C(COC(=O)C1CC2CCCC(C1)C2=O)NC(=O)c1ccc(OC(F)F)cc1 (centres undefined) the results were OX1R antag-1 5.7, CHT PAM inactive and OX1R antag-2 8.7.
Cc1cccc(C)c1C(=O)N[C@@H](Cc1ccccc1)C(=O)O was read as OX1R antag-1 5.7, CHT PAM inactive and OX1R antag-2 -71.8.
